Tb hexokinase – T. brucei hexokinase 1 inhibition; recombinant TbHK1, G6PDH-coupled NADH A340; inhibition, % at 10 µM; 0.11% of 220,000 active;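 active means inhibition of 50% or more in the single-dose primary screen; inactive means inhibition below 50%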
EBV gp42 block – inhibitors of Epstein-Barr virus glycoprotein 42 | Q1HVG2 | Fluorescence polarization binding assay, mP read-out | inhibition, % (tested at 21.74 µM) | 0.42% of 220,000 active; in the data active means inhibition above about 50%
PPC-1+TRAIL kill – kills PPC-1 cancer cells in the presence of TRAIL. PPC-1 cells + TRAIL, ATPLite viability luminescence. 0.41% of 220,000 active. AID 1443. cell killing (% activity), % at 4 µM;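 active means cell killing above 50% in the first pass at 4 µM, then a duplicate retest at 5 µM averaging 50% or more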;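 further: plate controls were cells with TRAIL plus DMSO for no effect and medium-only wells lacking cells for full effect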
zfTRPN1 agonist – activates the zebrafish TRPN1 channel; HEK293 zebrafish TRPN1-YFP, Fluo-8 calcium fluorescence; 100% = response to 87 µM carbachol; AID 1424; activation, % at 3 µM; 0.18% of 220,000 active;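 active means activation above its plate's cutoff, the mean activation of test wells on that plate plus 3 SD, cut at about 19% in these data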;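 further: 0% = DMSO alone and 100% = 87 µM carbachol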
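Material: zebrafish TRPN1-YFP in HEK293 cells. Doses: one dose of 3 µM, 0.3% DMSO. Incubation: dye 1 h 37 °C plus 30 min RT. Measured by: intracellular calcium fluorescence with Fluo-8.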
TRPML3 ag – human mucolipin-3 channel agonism | Q8TDD5 | HEK293 TRPML3-YFP, Fluo-8 calcium fluorescence; 100% = the carbachol control signal | 0.29% of 220,000 active | AID 1448 | activation, % at 3 µM;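 active means activation above its plate's cutoff, the mean activation of the plate's test wells plus 3 SD, cut at about 12% in these data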;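 further: 0% = DMSO only wells and 100% = carbachol wells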
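system = HEK293 cells stably carrying human TRPML3-YFP | doses = one concentration, 3 µM nominal, 0.3% DMSO | timing = dye loading 1 h 37 °C then 30 min ambient, 125 s read | detection = Fluo-8 calcium dye fluorescence, ex 470-495, em 515-575 nm | benchmarks = high control carbachol 87 µM, low control DMSO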
thrombin 1536 – blocks human thrombin protease activity. alpha-thrombin, Boc-VPR-AMC fluorogenic substrate cleavage. inhibition, % at 5 µM. 0.26% of 220,000 active. P00734;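 active means inhibition at or above 40%; inactive means inhibition below 40%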;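 further: 0% = enzyme with no compound and 100% = wells without enzyme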
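System – human alpha-thrombin protein · Reagent – Boc-VPR-AMC substrate, 15 µM final · Compound – 5 µM single dose in 0.2% DMSO · Schedule – reaction at room temperature · Technique – AMC fluorescence at 355 nm excitation and 460 nm emission · Read-out basis – % inhibition relative to enzyme controls and enzyme-free blanks · Control set – no-compound enzyme wells and no-enzyme blanks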
m-calpain inh – inhibitors of pig calpain II | purified calpain II, fluorogenic peptide substrate, 30 min | inhibition, % at 16 µM | 0.37% of 220,000 active | AID 1236;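 active means inhibition above about 50%, limit read from the data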
Furin inhibitor – blocks human furin protease activity | purified furin, fluorogenic substrate cleavage | inhibition, % at 30 µM | 0.061% of 220,000 active | AID 463115; in the data active means inhibition above about 25%; further: inactives centre near -15
KCC2 mod – KCC2 (human) Cl- transport modulation; 2.2% of 190,000 active; AID 1456; KCC2 cells, thallium flux FluoZin-2 fluorescence; B-score of Tl+ flux slope (higher = more flux/activation; lower = inhibition) at 10 µM; Q9H2X9;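 active means thallium flux slope and its plate-corrected score both differing from the plate sample mean at a set confidence after two filtering rounds, in either direction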;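 further: slope of fluorescence scaled to starting intensity during 10 to 20 s after thallium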
Target sequence (Q9H2X9 whole entry, looked up): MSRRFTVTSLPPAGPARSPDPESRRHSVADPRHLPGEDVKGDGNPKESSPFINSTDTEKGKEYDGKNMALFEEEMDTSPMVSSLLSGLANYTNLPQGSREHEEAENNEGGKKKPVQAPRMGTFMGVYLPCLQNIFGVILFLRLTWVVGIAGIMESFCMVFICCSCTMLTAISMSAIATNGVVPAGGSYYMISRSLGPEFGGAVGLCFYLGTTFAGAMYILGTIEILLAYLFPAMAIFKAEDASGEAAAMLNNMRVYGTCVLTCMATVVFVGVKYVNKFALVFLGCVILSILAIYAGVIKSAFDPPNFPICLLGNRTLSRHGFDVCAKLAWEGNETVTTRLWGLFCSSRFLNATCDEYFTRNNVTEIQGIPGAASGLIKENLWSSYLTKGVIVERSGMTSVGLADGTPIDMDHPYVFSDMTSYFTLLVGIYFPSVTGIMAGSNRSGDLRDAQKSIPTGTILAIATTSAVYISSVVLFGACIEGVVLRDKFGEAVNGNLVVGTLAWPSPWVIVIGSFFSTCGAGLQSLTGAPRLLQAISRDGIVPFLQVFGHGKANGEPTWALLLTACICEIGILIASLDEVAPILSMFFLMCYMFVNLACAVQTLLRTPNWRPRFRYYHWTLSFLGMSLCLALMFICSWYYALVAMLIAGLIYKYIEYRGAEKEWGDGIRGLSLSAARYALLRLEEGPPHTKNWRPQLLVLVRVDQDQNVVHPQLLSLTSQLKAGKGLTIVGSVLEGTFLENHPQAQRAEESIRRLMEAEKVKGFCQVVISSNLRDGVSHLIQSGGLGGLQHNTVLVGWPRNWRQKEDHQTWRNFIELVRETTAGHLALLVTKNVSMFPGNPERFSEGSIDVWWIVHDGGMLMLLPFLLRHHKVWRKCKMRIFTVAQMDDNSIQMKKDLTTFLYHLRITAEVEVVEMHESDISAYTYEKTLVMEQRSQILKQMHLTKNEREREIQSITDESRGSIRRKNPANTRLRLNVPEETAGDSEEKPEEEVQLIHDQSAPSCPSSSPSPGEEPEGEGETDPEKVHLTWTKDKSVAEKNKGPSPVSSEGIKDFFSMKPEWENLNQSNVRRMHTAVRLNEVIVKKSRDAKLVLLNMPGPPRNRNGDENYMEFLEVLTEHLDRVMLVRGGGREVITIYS
Starred values were filed as active, the others as inactive; · = no result given; [ ] = remark or other dose. An unsorted share of the library; any-hit rate near 3.6%.

SMILES | Tb hexokinase | EBV gp42 block | PPC-1+TRAIL kill | zfTRPN1 agonist | TRPML3 ag | thrombin 1536 | m-calpain inh | Furin inhibitor | KCC2 mod
CCc1c(C)nc(SCC(=O)Nc2cccc(Br)c2)[nH]c1=O | -2 | -1 | -23 | -0.7 | 0.5 | -8 | 32 | -21[20 µM] | 0.71
COC(=O)c1ccc(NC(=O)C(=O)N2CCN(C(=S)Nc3ccc(C)cc3)CC2)cc1 | 30 | -3 | 8 | 0.5 | 1.2 | -7 | 5 | 8 | 1.9
COCCNCC(=O)Nc1ccc(OC(F)(F)F)cc1 | 3 | -8 | 4 | -0.6 | 1.4 | -13 | -26 | -25 | -0.14
COc1ccc([N+](=O)[O-])cc1NC(=O)CC(c1ccccc1)c1ccccc1 | 2 | -11 | 23 | -1.8 | -0.3 | 1 | 2 | -25 | 0.076
C=CCNC(=O)/C(=C/c1cccc([N+](=O)[O-])c1)NC(=O)c1ccccc1 | -3 | -25 | 2[5 µM] | -2.0 | 0.2 | · | -9 | 4 | 0.82
C#CCOCCOCCOCCNc1nc(N2CCN(C(=O)[C@H](C)n3cc(CCCN=C(N)N)nn3)CC2)nc(N2CCN(C(=O)[C@H](Cc3ccc(O)cc3)n3cc(CCO)nn3)CC2)n1 | 9 | -2 | 4 | 0.6 | 0.1 | 27 | -2 | -17 | 0.38
C/C(CC(=O)NC1CCCC1)=N\NC(=O)C1CCCCC1 | -3 | 1 | 6 | 0.1 | 0.1 | -12 | 21 | -13 | 0.66
CCCCc1c(O)nc(SCC(=O)NCC2CCCO2)[nH]c1=O (stereo not drawn) | -4 | -4 | -12 | 0.1 | 0.7 | -4 | 7 | -15 | 1.3
Cc1ccccc1Cn1c([N+](=O)[O-])cnc1C | -12 | -15 | 16 | -0.7 | -0.1 | -11 | 2 | -18[20 µM] | ·
Nc1cc(N2CCCCC2)c(Cl)cc1[N+](=O)[O-] | -7 | -3 | 2 | -1.9 | -0.4 | 24 | 44 | -14[20 µM] | ·
COCCNc1cc(C)nc2ccccc12 | -23 | 3 | 11 | 2.5 | 0.3 | -5 | 20 | -5 | ·
CC(=O)Nc1ccc(SCC(=O)c2cc(C)n(-c3ccccc3)c2C)cc1 | 9 | -10 | 29 | -0.1 | -0.5 | -4 | 6 | -8 | -0.64
O=c1c(CN2CCN(c3cccc(Cl)c3)CC2)coc2c(Cl)cc(Cl)cc12 | -2 | -13 | 6 | 1.6 | 0.8 | -2 | -3 | -13[20 µM] | 0.43
CCN(CC)CCN1C(=O)C(=O)/C(=C(/O)c2ccc(C)cc2)C1c1ccncc1 (stereo not drawn) | -1 | -6 | 1 | 2.0 | 0.8 | -7 | 6 | -14[20 µM] | ·
C/C(CC(=O)Nc1ccc2c(c1)OCO2)=N\NC(=O)c1ccc(N)cc1 | -4 | -18 | -7 | 1.3 | 0.2 | -3 | -4 | -28 | -0.71
COc1ccc(CCNC(=O)c2cc(-c3ccncc3)nc3c(Cl)cccc23)cc1OC | -11 | -10 | 30 | -0.3 | 0.4 | -1 | -22 | -8 | -0.83
Cc1cc(-c2nnc3n2N=C(C(C)(C)C)CS3)n[nH]1 | 7 | -8 | -5 | -0.7 | 0.1 | 1 | 23 | -1 | -0.19
Cc1nc(C)c(C)nc1C | · | -1 | 1 | 2.0 | 0.5 | · | 2 | · | 0.36
C=CCSc1nnc(-c2ccc([N+](=O)[O-])cc2)o1 | -13 | -3 | 11 | -1.4 | 0.5 | -2 | 47 | -6 | -0.01
COc1ccc(C(=O)Nc2ccccc2C(=O)NC(C(=O)NCc2ccco2)C(C)C)cc1 (stereo not drawn) | -4 | -10 | 3 | 1.7 | 0.2 | -8 | -14 | -5 | 0.47
CCOC(=O)c1[nH]c2ccc(OC)cc2c1NS(=O)(=O)c1ccc(Cl)s1 | 1 | 9 | -5 | 1.2 | 0.1 | -1 | 0 | -30 | 0.31
COc1ccc(CN(C)C(=O)c2cnc(OC)cc2C(F)(F)F)c(OC)c1 | 0 | -8 | 20 | 0.3 | 0.5 | 1 | -5 | -6 | -0.23
Cc1ccc(CNC(=O)c2sc3nc4c(c(C(F)(F)F)c3c2N)CCC4)cc1 | -14 | 11 | -12 | 0.6 | 0.5 | 4 | 5 | -6 | ·
Cc1ccc(C(=O)NCCc2csc(-c3cccnc3)n2)cc1 | 0 | -9 | 38 | -0.5 | -0.8 | -4 | 1 | -35 | ·
COc1cc(CNCc2ccccn2)ccc1OCc1c(Cl)cccc1Cl | 4 | -12 | -6 | 0.8 | 0.0 | -3 | 10 | -4[20 µM] | ·
COC(=O)C1=C(C(=O)c2ccc(C)cc2)C(c2ccc(O)c(OC)c2)n2nnnc2N1 (stereo not drawn) | -11 | -11 | 7 | 1.8 | 1.6 | -6 | 42 | -10[20 µM] | ·
COc1ccc(C(=O)NNC(=O)C(C)NC(=O)c2ccccc2NC(=O)c2ccco2)cc1 (stereo not drawn) | -3 | -1 | 16 | 0.0 | 0.4 | 2 | -11 | -10 | 0.053
O=C(NCc1ccccn1)C(=O)NCC(c1ccco1)N1CCN(c2ccc(F)cc2)CC1 (stereo not drawn) | 10 | -12 | -1 | 4.4 | 2.9 | 3 | 1 | -21 | 0.34
O=C(CCc1ccccc1)NNc1cc(N2CCCCC2)nc(N2CCCCC2)n1 | 5 | 8 | 11 | 0.8 | 0.8 | -1 | -14 | -15 | 0.026
COc1ccc(CCNC(=O)c2ccc(CNc3nc(=S)[nH]c4ccccc34)cc2)cc1OC | -10 | -22 | -9 | -0.5 | -0.2 | 0 | -78 | -22 | -0.54
O=C(CCCCCN1C(=O)c2ccccc2C1=O)Nc1ccc(S(=O)(=O)N2CCCCC2)cc1 | 4 | -7 | -1 | 6.0 | 2.1 | 4 | 53* | -28 | -0.46
COc1ccc(NS(=O)(=O)c2cc(NC(=O)/C=C/c3cccs3)ccc2N2CCOCC2)cc1 | -17 | -13 | -8 | 2.0 | 0.7 | -5 | -91 | -17 | -0.37
CCSc1nnc(Nc2ccccc2)s1 | -4 | -15 | -9 | -0.6 | -0.1 | 5 | -7 | -23 | ·
Cc1cccc(-n2ncc3c(N4CCCc5ccccc54)ncnc32)c1 | -18 | -7 | 3 | -1.3 | 0.2 | -1 | -43 | 2[20 µM] | 1.7
Cc1cc(N(C)C)nc(SC(C)C)n1 | 5 | -31 | -2 | -0.4 | -0.3 | -9 | -28 | -19 | -0.46
CC(=O)Nc1ccc(S(=O)(=O)N2CCC(n3cnc4cc(F)ccc43)CC2)cc1 | -2 | 4 | 21 | -1.2 | 0.1 | 2 | 18 | -14 | 0.15
CCOC(=O)Cc1csc(NS(=O)(=O)c2ccc(Br)cc2)n1 | -6 | 3 | 2 | 0.3 | 0.9 | -11 | -10 | -15 | -2.2
O=C(COC(=O)c1cc(-c2cccnc2)nc2ccccc12)Nc1ccc(F)cc1F | -7 | 17 | 1 | 2.1 | 0.4 | -17 | 7 | -14 | 0.26
CCN(CC)CCN1C(=O)C(O)=C(C(=O)c2cccs2)C1c1ccc(C)o1 (stereo not drawn) | -12 | -14 | -2 | 0.7 | -0.2 | 6 | -7 | -8[20 µM] | 0.37
COc1ccc(OC)c(NC(=O)Nc2ccccc2C)c1 | -10 | -2 | 8 | -0.8 | -0.6 | -10 | -21 | -16 | ·
CC(C)(/C=N/NC(=O)CSCc1ccccc1Cl)CCC#N | 1 | 3 | -8 | 0.1 | -0.7 | -3 | -4 | -23 | 0.26
COc1cc(Cl)c(C)cc1NC(=O)Cc1ccc(OC)c(OC)c1 | 5 | 8 | 24 | 0.7 | 0.3 | -2 | 17 | -5 | -2
N#CCCCSc1ncccc1-c1nc2ccccc2[nH]1 | -5 | -7 | · | 0.7 | 0.0 | -6 | -54 | -47 | 0.44
COc1ccc(CCNCC(=O)Nc2ccc(C)c(S(=O)(=O)N(C)C)c2)cc1OC | 9 | -8 | 18 | 0.4 | 0.8 | 3 | 7 | -24 | 0.15
Cc1cccc(-n2c(C)cc(/C=N/n3cnnc3)c2C)c1 | -6 | 10 | 11 | -1.2 | -0.6 | -5 | 10 | -9[20 µM] | 1.5
CC(=O)c1cccc(NC(=O)COc2nsnc2N2CCOCC2)c1 | 2 | -12 | 4 | 1.9 | 0.7 | 1 | -18 | -21 | -0.41
COC(=O)c1cc(NC2c3ccccc3C(=O)N2c2ccc(Cl)cn2)cc(C(=O)OC)c1 (stereo not drawn) | -11 | -10 | -1 | -0.3 | 0.4 | 2 | -30 | -21 | -0.33
Cc1ccc(Cl)cc1NC(C#N)c1ccccc1 (stereo not drawn) | -9 | -5 | -8 | 0.3 | 0.3 | -3 | -9 | -16 | 0.25
O=C(Nc1ccc(NC(=O)c2ccco2)cc1)c1ccc2c(c1)OCCO2 | -5 | -15 | -2 | 2.0 | 2.4 | -3 | -24 | -20 | -0.29
O=c1[nH]cnc2sc3c(c12)CCCC3 | 7 | -14 | 15 | -0.7 | 0.0 | -5 | 6 | -14[20 µM] | -0.058
O=C(O)c1cc(Cl)c(Cl)cc1C(=O)N1CCOCC1 | 36 | -16 | 30 | 0.2 | 1.0 | 3 | -13 | -23 | -0.029
CC(=O)Nc1cccc(/C(C)=N/NC(=O)c2c(-c3ccccc3Cl)noc2C)c1 | -3 | -15 | 4 | -0.6 | -0.4 | -9 | -2 | -21 | ·

Shown as tab-separated lines: entries from further up.
mol	Tb hexokinase	EBV gp42 block	PPC-1+TRAIL kill	zfTRPN1 agonist	TRPML3 ag	thrombin 1536	m-calpain inh	Furin inhibitor	KCC2 mod
CC(C)(/C=N/NC(=O)CSCc1ccccc1Cl)CCC#N	1	3	-8	0.1	-0.7	-3	-4	-23	0.26
COc1cc(Cl)c(C)cc1NC(=O)Cc1ccc(OC)c(OC)c1	5	8	24	0.7	0.3	-2	17	-5	-2
N#CCCCSc1ncccc1-c1nc2ccccc2[nH]1	-5	-7	·	0.7	0.0	-6	-54	-47	0.44
COc1ccc(CCNCC(=O)Nc2ccc(C)c(S(=O)(=O)N(C)C)c2)cc1OC	9	-8	18	0.4	0.8	3	7	-24	0.15
Cc1cccc(-n2c(C)cc(/C=N/n3cnnc3)c2C)c1	-6	10	11	-1.2	-0.6	-5	10	-9[20 µM]	1.5
CC(=O)c1cccc(NC(=O)COc2nsnc2N2CCOCC2)c1	2	-12	4	1.9	0.7	1	-18	-21	-0.41
COC(=O)c1cc(NC2c3ccccc3C(=O)N2c2ccc(Cl)cn2)cc(C(=O)OC)c1 (stereo not drawn)	-11	-10	-1	-0.3	0.4	2	-30	-21	-0.33
Cc1ccc(Cl)cc1NC(C#N)c1ccccc1 (stereo not drawn)	-9	-5	-8	0.3	0.3	-3	-9	-16	0.25
O=C(Nc1ccc(NC(=O)c2ccco2)cc1)c1ccc2c(c1)OCCO2	-5	-15	-2	2.0	2.4	-3	-24	-20	-0.29
